# Efflux pump inh = blocks antifungal efflux pumps in multiplex yeast assay; inhibition, % at 10 µM; S. cerevisiae Candida pump triplex, Nile Red efflux; hit rate 0.44% among 330,000;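 active means plate passing quality check with inhibition over a set limit, or well fluorescence over plate mean plus 4 SD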;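 further: Nile Red retained in pooled yeast measured as flow cytometry median fluorescence; 0% = buffer negative control and 100% = Enniatin B positive control; higher means more Nile Red kept so more efflux inhibition; some compounds called inactive have numbers as strong as hits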
# An asterisk follows results filed as active. Only part of the results is shown, so the mix of outcomes need not match the whole.
Efflux pump inh	SMILES
0.1	COc1ccc(CNC(=O)C[C@H]2C[C@H](C(=O)N3CCCCC3)[C@@]3(CCc4ccccc4)c4[nH]c5cc(-c6ccco6)ccc5c4CCN3C2=O)cc1OC
0.5	COc1ccc(CNC(=O)C[C@H]2C[C@H](C(=O)N3CCOCC3)[C@@]3(CCC4CCCC4)c4[nH]c5cc(CCC(=O)N(C)C)ccc5c4CCN3C2=O)cc1OC
0.2	Cc1ccc(S(=O)(=O)N2C[C@@H]3[C@H]4CC[C@H](C4)[C@@H]3[C@@H](C)[C@@H]2c2cn(Cc3ccccc3)c3ncccc23)cc1
-0.1	CCOC(=O)C1=CN(Cc2ccco2)S(=O)(=O)NC1c1cccc(OC)c1 (stereo not given)
-0.4	CN(C)C(=O)CCc1ccc2c3c([nH]c2c1)[C@]1(C)[C@@H](C(=O)N2CCOCC2)C[C@H](CC(=O)NCCc2ccccn2)C(=O)N1CC3
0.2	CCCCNC(=O)C(C)N(CCN(C)C)C(=O)CCCCCN1C(=O)NC(c2ccc(Cl)cc2)C(C(=O)OCc2ccccc2)=C1C (stereo not given)
-0.1	C=CCC1[C@H](C)[C@H]2[C@@H]3CC[C@@H](C3)[C@H]2CN1S(=O)(=O)c1ccc(C)cc1 (stereo not given in full)
-0.2	O=C1CCC[C@@H]2CC(Nc3ccc(F)cc3F)C[C@@H]3CCN1[C@H]23 (stereo not given in full)
0.0	Cc1cccc(C2=NN(c3ccc(Br)cc3)[C@@H](C(=O)N3CCOC3=O)[C@@H]2c2ccc(Cl)cc2)c1
0.1	O=C(Cc1ccc2ccccc2c1)NC(Cc1ccccc1)C(=O)O (stereo not given)
-0.1	CN(C)C(=O)CCc1ccc2c3c([nH]c2c1)[C@]1(CCC2CCCC2)[C@@H](C(=O)N2CCOCC2)C[C@H](CC(=O)NCCN2CCOCC2)C(=O)N1CC3
-0.1	CC(C)(C)OC(=O)N1O[C@H]2C[C@@H]1[C@@H]1[C@@H]2N=NN1C12CC3CC(CC(C3)C1)C2
-0.1	COc1ccccc1CNCCS(=O)(=O)NN1CCOCC1
-0.4	O=S1(=O)c2ccc(Br)cc2OC(COCc2ccccc2)CN1Cc1ccccc1 (stereo not given)
-0.2	O=C1OCCN1C(=O)[C@H]1[C@H](c2ccc([N+](=O)[O-])cc2)C(c2ccccc2)=NN1c1ccc(Br)cc1
0.1	CCOC(=O)C1=C(c2ccccc2)c2ccc(OC)cc2N(S(=O)(=O)C(F)(F)F)C1C(=O)OCC (stereo not given)
0.1	COCCCNC(=O)C[C@H]1C[C@H](C(=O)N2CCOCC2)[C@@]2(CCC3CCCC3)c3[nH]c4ccc(Cl)cc4c3CCN2C1=O
-0.1	CN(C)C(=O)CCc1ccc2c3c([nH]c2c1)[C@]1(CCc2ccccc2)[C@@H](C(=O)N2CCCCC2)C[C@H](CC(=O)NCCC2=CCCCC2)C(=O)N1CC3
-0.1	CC(C)N(C(=O)[C@H]1C[C@H](CC(=O)NCCCN(C)C)C(=O)N2CCc3c([nH]c4cc(-c5ccco5)ccc34)[C@]12C)C(C)C
-0.3	COCCCNC(=O)C[C@H]1C[C@H](C(=O)N2CCOCC2)[C@@]2(C)c3[nH]c4cc(CCC(=O)N(C)C)ccc4c3CCN2C1=O

# Continued; the last 4 above are carried over.
Efflux pump inh	SMILES
0.1	COCCCNC(=O)C[C@H]1C[C@H](C(=O)N2CCOCC2)[C@@]2(CCC3CCCC3)c3[nH]c4ccc(Cl)cc4c3CCN2C1=O
-0.1	CN(C)C(=O)CCc1ccc2c3c([nH]c2c1)[C@]1(CCc2ccccc2)[C@@H](C(=O)N2CCCCC2)C[C@H](CC(=O)NCCC2=CCCCC2)C(=O)N1CC3
-0.1	CC(C)N(C(=O)[C@H]1C[C@H](CC(=O)NCCCN(C)C)C(=O)N2CCc3c([nH]c4cc(-c5ccco5)ccc34)[C@]12C)C(C)C
-0.3	COCCCNC(=O)C[C@H]1C[C@H](C(=O)N2CCOCC2)[C@@]2(C)c3[nH]c4cc(CCC(=O)N(C)C)ccc4c3CCN2C1=O
-0.3	COC(=O)[C@H](CCSC)NC(=O)Cn1cnc(C(=O)Nc2ccc(C)c(C)c2)n1
-0.5	CCN(CC)C(=O)[C@H]1C[C@H](CC(=O)NCCCn2ccnc2)C(=O)N2CCc3c([nH]c4cc(CCC(=O)N(C)C)ccc34)[C@]12C
-0.1	CN(C)C(=O)CCc1ccc2c3c([nH]c2c1)[C@]1(CCc2ccccc2)[C@@H](C(=O)N2CCCCC2)C[C@H](CC(=O)NCc2cccc(C(F)(F)F)c2)C(=O)N1CC3
0.6	CC(C)=CCC/C(C)=C/CNC(=O)C[C@H]1C[C@H](C(=O)N2CCCCC2)[C@@]2(C)c3[nH]c4cc(-c5ccco5)ccc4c3CCN2C1=O
-0.1	CCOC(=O)C1=CN(Cc2ccc(Br)cc2)S(=O)(=O)NC1C (stereo not given)
-0.3	O=c1c2ccccc2oc2c1oc1ccccc12
0.1	CCOC(=O)C1=C(C)c2ccccc2OC1(C(=O)OCC)C(C)C (stereo not given)
-0.4	CC[C@]12c3[nH]c4ccc(OC)cc4c3CCN1C(=O)C(CC(=O)NCCN1CCOCC1)C[C@@H]2C(=O)N1CCN(C(=O)C2CC2)CC1 (stereo not given in full)
73.4*	COc1cccc(-c2sc3ccc(OC)cc3c2-c2ccc(OCCN3CCCC3)cc2)c1
-0.3	O=C1OCCN1C(=O)[C@H]1[C@H](c2ccc(Cl)cc2)C(c2ccc(F)cc2)=NN1c1ccccc1
0.5	COc1ccccc1[C@H]1C(c2cccc(C)c2)=NN(c2ccccc2)[C@@H]1CO
0.5	C=CCONC(=O)Cc1ccccc1
0.2	COc1ccccc1C1CC(=O)Oc2ccc(C(C)(C)C)cc21 (stereo not given)
-0.1	COC(=O)[C@H](C)N(Cc1ccc(Cl)c(Cl)c1)S(=O)(=O)CCN1CCCC1
-0.1	Cc1ccc(S(=O)(=O)N2C[C@@H]3[C@H]4CC[C@H](C4)[C@@H]3[C@@H](C)[C@@H]2c2ccn(Cc3ccccc3)c2)cc1
0.5	O=C1OCCN1C(=O)[C@H]1[C@H](c2ccc(Cl)cc2)C(c2ccc(F)cc2)=NN1c1ccc(Br)cc1
0.3	CCN(CC)C(=O)[C@H]1C[C@H](CC(=O)NCCCOC)C(=O)N2CCc3c([nH]c4cc(-c5ccco5)ccc34)[C@]12C
0.1	O=C1OCCN1C(=O)[C@H]1[C@H](c2ccc(F)cc2)C(c2ccccc2)=NN1c1ccc(Br)cc1
-0.1	Cc1ccc(C)c(N2CCN(C(=O)CCc3nc(-c4ccc(Cl)cc4)no3)CC2)c1
-0.2	CC[C@]1(C(=O)OC)[C@H]2C(=O)N(Cc3ccccc3)C(=O)[C@H]2[C@H]2CN(C)C(=NC)N21

Efflux pump inh	SMILES
0.0	O=S1(=O)c2ccccc2OC(COCc2ccccc2)CN1Cc1ccccc1 (stereo not given)
-0.1	COc1ccc(C2/C=C\CN(CC(C)C)CC(=O)N2Cc2cccc(F)c2)cc1 (stereo not given)
-0.4	CC[C@]12c3[nH]c4ccc(OC)cc4c3CCN1C(=O)C(CC(=O)NCCCOC)C[C@@H]2C(=O)N1CCN(C(=O)C2CC2)CC1 (stereo not given in full)
-0.3	COC(=O)[C@H](Cc1ccc(O)cc1)NC(=O)Cn1cnc(C(=O)Nc2ccc(C)c(C)c2)n1
-0.2	O=C1OCCN1C(=O)[C@H]1[C@H](c2ccccc2)C(c2ccc(F)cc2)=NN1c1ccccc1
0.2	CC(C)N(C(=O)[C@H]1C[C@H](CC(=O)NCc2cccc(C(F)(F)F)c2)C(=O)N2CCc3c([nH]c4cc(-c5ccco5)ccc34)[C@]12C)C(C)C
0.1	O=C(Cn1cnc2c(NCc3ccccc3)ncnc21)N1CCN(c2ccccn2)CC1
-0.8	C[C@]12c3[nH]c4ccc(Cl)cc4c3CCN1C(=O)[C@@H](CC(=O)NCCN1CCOCC1)C[C@@H]2C(=O)N1CCCCC1
-0.2	CCCCCCCCN1N=N[C@H]2[C@H]1[C@@H]1C[C@H]2N(C(=O)OC(C)(C)C)O1
0.5	CCCCNC(=O)C(C1CCCCC1)N(CCN(C)C)C(=O)CCCN1C(=O)NC(c2ccc(-c3ccccc3)cc2)C(C(=O)OCc2ccccc2)=C1C (stereo not given)
-0.2	Nc1ncnc2c1ncn2[C@@H]1O[C@H](CNS(=O)(=O)c2cc(S(=O)(=O)c3ccccc3)cs2)[C@@H](O)[C@H]1O
-0.1	CC[C@]12c3[nH]c4cc(CCC(=O)N(C)C)ccc4c3CCN1C(=O)[C@@H](CC(=O)NC(C)(C)C)C[C@@H]2C(=O)N1CCN(C(=O)C2CC2)CC1
0.1	CC[C@]12c3[nH]c4ccc(Cl)cc4c3CCN1C(=O)[C@@H](CC(=O)NCCCn1ccnc1)C[C@@H]2C(=O)N1CCN(C(=O)c2ccco2)CC1
-0.4	Cc1ccc(S(=O)(=O)N2C[C@@H]3[C@H]4CC[C@H](C4)[C@@H]3[C@@H](C)[C@@H]2c2cn(Cc3ccccc3)c3ccc(F)cc23)cc1
-0.3	CN(C)C(=O)CCc1ccc2c3c([nH]c2c1)[C@]1(C)[C@@H](C(=O)N2CCOCC2)C[C@H](CC(=O)NC(C)(C)C)C(=O)N1CC3
0.9	COc1ccc2[nH]c3c(c2c1)CCN1C(=O)C(CC(=O)NCc2ccc(OC)c(OC)c2)C[C@H](C(=O)N2CCCCC2)[C@@]31CCc1ccccc1 (stereo not given in full)
-0.1	CCOC(=O)C1=CN(Cc2ccco2)S(=O)(=O)NC1CC (stereo not given)
0.0	CCOC(=O)/C=C1\CC(C(=O)OCC)Oc2ccccc21 (stereo not given)
0.2	COc1ccc2[nH]c3c(c2c1)CCN1C(=O)C(CC(=O)NCc2ccc(OC)c(OC)c2)C[C@H](C(=O)N2CCOCC2)[C@@]31CCC1CCCC1 (stereo not given in full)
0.3	CN(C)C(=O)CCc1ccc2c3c([nH]c2c1)[C@]1(CCC2CCCC2)[C@@H](C(=O)N2CCOCC2)C[C@H](CC(=O)NC(C)(C)C)C(=O)N1CC3

Efflux pump inh	SMILES
0.1	O=C1OC[C@H]2CCCC[C@@H](CO)ON12
-0.2	COc1ccc2c(c1)OC(=O)CC2c1cc(OC)c(OC)c(OC)c1 (stereo not given)
-0.3	CCN(CC)C(=O)[C@H]1C[C@H](CC(=O)NCCN2CCOCC2)C(=O)N2CCc3c([nH]c4cc(CCC(=O)N(C)C)ccc34)[C@]12C
-0.1	CC[C@]12c3[nH]c4ccc(Cl)cc4c3CCN1C(=O)[C@@H](CC(=O)NCc1cccc(C(F)(F)F)c1)C[C@@H]2C(=O)N1CCN(C(=O)C2CC2)CC1
-0.3	C[C@]12c3[nH]c4ccc(Cl)cc4c3CCN1C(=O)[C@@H](CC(=O)NCCc1ccccn1)C[C@@H]2C(=O)N1CCCCC1
0.1	CC(C)(C)NC(=O)C[C@H]1C[C@H](C(=O)N2CCCCC2)[C@@]2(CCc3ccccc3)c3[nH]c4ccc(Cl)cc4c3CCN2C1=O
-0.5	CC[C@]12c3[nH]c4ccc(OC)cc4c3CCN1C(=O)C(CC(=O)NCCCOC)C[C@@H]2C(=O)N1CCN(C(=O)c2ccco2)CC1 (stereo not given in full)
-0.3	Cc1ccc(CNC(=O)Cn2cnc(C(=O)Nc3ccc(C)c(C)c3)n2)o1
-0.5	CCCCNS(=O)(=O)CCNCc1ccco1
0.6	CCN(CC)C(=O)[C@H]1C[C@H](CC(=O)NCCc2ccccn2)C(=O)N2CCc3c([nH]c4cc(-c5ccco5)ccc34)[C@]12C
-0.3	CN(C)CCCNC(=O)C[C@H]1C[C@H](C(=O)N2CCOCC2)[C@@]2(C)c3[nH]c4cc(-c5ccco5)ccc4c3CCN2C1=O
0.1	Cc1ccc(S(=O)(=O)N2CCN(S(=O)(=O)c3ccccc3Br)CC2)cc1
0.0	Cc1ccccc1C1CC(=O)Oc2cc(O)ccc21 (stereo not given)
-0.1	COc1ccc(CN(C)C(=O)Cn2cnc3c(NCc4ccccc4)ncnc32)cc1OC
0.1	COC(=O)c1ccc(CSC2=NC[C@@H]3[C@@H]4C(=O)N(Cc5ccccc5)C(=O)[C@@H]4[C@](Cc4ccccc4)(C(=O)OC)N23)cc1
0.5	COc1ccc(CN(CCC(C)C)S(=O)(=O)c2ccccc2Br)cc1
0.1	COc1cc(OC)c2c(-c3cccc(-c4sccc4C(C)=O)c3)cc(=O)oc2c1
-0.4	CC[C@]12c3[nH]c4ccc(OC)cc4c3CCN1C(=O)C(CC(=O)NCCCn1ccnc1)C[C@@H]2C(=O)N1CCN(C(=O)C2CC2)CC1 (stereo not given in full)
0.1	CC(C)(C)NC(=O)C(c1ccc(-c2ccccc2)cc1)N(C[C@H]1CC[C@@H]([C@@H]2CC[C@H](CO)O2)O1)C(=O)c1cccc(Cl)c1 (stereo not given in full)
-0.2	O=C1[C@@H](Oc2ccccc2)[C@@H](c2cccnc2)N1c1ccccc1

# Sorted by SMILES length (rising): part of the list above.
Efflux pump inh	SMILES
0.1	O=C1OC[C@H]2CCCC[C@@H](CO)ON12
0.6	CCN(CC)C(=O)[C@H]1C[C@H](CC(=O)NCCc2ccccn2)C(=O)N2CCc3c([nH]c4cc(-c5ccco5)ccc34)[C@]12C
0.1	CC(C)(C)NC(=O)C[C@H]1C[C@H](C(=O)N2CCCCC2)[C@@]2(CCc3ccccc3)c3[nH]c4ccc(Cl)cc4c3CCN2C1=O
0.1	CC(C)(C)NC(=O)C(c1ccc(-c2ccccc2)cc1)N(C[C@H]1CC[C@@H]([C@@H]2CC[C@H](CO)O2)O1)C(=O)c1cccc(Cl)c1 (stereo not given in full)

# Remaining list, next part
Efflux pump inh	SMILES
-0.2	COc1ccc2c(c1)-c1ccccc1S(=O)(=O)N(C)C2
0.8	CC[C@]12c3[nH]c4cc(-c5ccco5)ccc4c3CCN1C(=O)[C@@H](CC(=O)NCc1ccco1)C[C@@H]2C(=O)N1CCN(C(=O)c2ccco2)CC1
0.0	O=C(NCCCCc1ccccc1)NC[C@@H]1CC[C@@H](Cc2ccc(-c3ccccc3)cc2)O1
0.4	COc1ccc(C2CC(c3cccc(Cl)c3)=NN2c2ccc(S(N)(=O)=O)cc2)cc1 (stereo not given)
-0.4	C=CCCN([C@H](CO)Cc1ccccc1)S(=O)(=O)c1ccccc1Br
0.0	COc1ccc(CNCCS(=O)(=O)NN2CCOCC2)cc1
-0.6	CCOC(=O)C1=CN(Cc2cccc(-c3cccnc3)c2)S(=O)(=O)N(CC)C1C (stereo not given)

# Compound activity as filed in PubChem.
